# NR2E3 ag-1: agonists of human nuclear receptor NR2E3 | Q9Y5X4 | GST-NR2E3/biotin-RetCOR TR-FRET, 1536-well | inhibition of corepressor binding, % at 4.78 µM | hit rate 0.12% among 320,000 | AID 2300;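 active = percent inhibition above the cutoff of mean plus 3 SD of all tested compounds, set per screening campaign, cut at about 20% in these data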;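 note: 0% = DMSO wells and 100% = biotin wells as full block of FRET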
# Target sequence (Q9Y5X4 whole entry, looked up): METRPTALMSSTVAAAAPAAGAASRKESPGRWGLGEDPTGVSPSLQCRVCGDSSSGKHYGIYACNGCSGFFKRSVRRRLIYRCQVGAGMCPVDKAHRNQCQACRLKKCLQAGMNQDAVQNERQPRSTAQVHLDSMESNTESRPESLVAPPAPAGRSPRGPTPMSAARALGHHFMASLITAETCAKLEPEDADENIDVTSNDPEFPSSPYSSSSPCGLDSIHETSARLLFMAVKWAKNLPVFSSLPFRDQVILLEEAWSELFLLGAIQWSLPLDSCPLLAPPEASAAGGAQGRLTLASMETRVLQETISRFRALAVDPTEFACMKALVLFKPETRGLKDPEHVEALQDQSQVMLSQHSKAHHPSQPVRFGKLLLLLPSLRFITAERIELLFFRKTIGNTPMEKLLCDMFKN
#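 System: GST-tagged NR2E3 plus biotinylated RetCOR corepressor; Buffer or medium: pH 7.5 Tris-based buffer; Probe or stimulus: RetCOR corepressor, biotinylated, 7 nM; Doses: compound at 4.8 µM, single dose; Schedule: 5 h incubation at 4 °C; Technique: time-resolved FRET; Evaluation: percent inhibition of TR-FRET ratio; Replication: one well per compound, singlicate testing.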
# Peg3 prom inh: Peg3 promoter activity inhibition; HeLa PEG-Prom luciferase reporter, luminescence, overnight; inhibition, % at 20 µM; hit rate 1.7% among 360,000; AID 588405;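 active = inhibition of at least 50% at 20 µM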
# NR2E3 ag-2: agonists of human NR2E3 nuclear receptor. Q9Y5X4. CHO-S Gal4-NCOR/VP16-NR2E3 two-hybrid, luciferase. inhibition of corepressor binding, % at 3.98 µM. hit rate 0.35% among 360,000. AID 602229;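 active = inhibition above the mean of all tested compounds plus 3 SD, cut at about 70% in these data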;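 note: 0% = DMSO with NR2E3 transfected cells and 100% = cells lacking NR2E3 construct; higher means lower luciferase signal from less NR2E3 corepressor binding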
# HIF-2a block: blocks HIF-2a reporter activity. hit rate 0.72% among 360,000. inhibition, % at 18.8 µM. 786-0 RCC cells HIF-2a reporter, luciferase luminescence, overnight;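 active = inhibition of the luminescence signal of 40% or more relative to plate controls, in a single-dose primary screen at 18.75 µM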
# MITF TRPM1 inh: inhibitors of MITF-driven TRPM1 promoter in melanoma cells; SK-MEL-5 TRPM1 promoter luciferase, 24 h; inhibition, % at 12.5 µM; hit rate 0.83% among 330,000;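 active = mean inhibition across replicates of 60% or more, whatever share of single replicates reaches that level; inconclusive = some that reach 60%, reason not given; inactive = mean inhibition across replicates below 60%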; note: values of inactives mirror those of a sister screen read the other way
# Shn3 inh set2: inhibitors of Schnurri-3 3'UTR reporter in osteoblasts; hit rate 0.52% among 360,000; inhibition, % at 12.5 µM; Clone20 osteoblast Shn3 3'UTR firefly luciferase, 24 h; AID 588674;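 active = mean inhibition of at least 75% with every replicate also reaching 75%; inconclusive = mean inhibition at least 75% but some replicate below; inactive = mean inhibition below 75%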;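 note: 0% = median of neutral control wells and 100% = pilot-screen positive control compound; some compounds past the cut are filed as inactive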
# Vif imaging: blocks HIV Vif function. HEK293T cells, Vif self-association by quenched fluorescence, imaging, 24 h. inhibition, % at 7.49 µM. AID 602346. hit rate 0.35% among 340,000; in the data active = inhibition above about 50%, passing the limit was not always enough; inconclusive = no clear call, values can overlap the other calls; inactive = below about 31%; note: some results filed as inactive read as strong as hits
# CaV13 ICDI inh: Disruptors of the CACNA1D IQ motif to Ca2+-dependent inactivation inhibitor domain association, primary screening, Förster resonance energy transfer in intact living …; HEK cells, CFP/YFP FRET ICDI-IQ, plate reader, 10 min; percent FRET-ratio fall versus neutral wells; inhibition, % at 12.3 µM; hit rate 0.098% among 340,000; AID 743397;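 active = mean replicate inhibition of at least 30% and at least 1% of replicates passing that level; inconclusive = only one of the two criteria is met; inactive = neither criterion is met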;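 note: 0% = median of the neutral control wells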
# PDI turbidity: blocks human protein disulfide isomerase activity; P07237; PDI insulin aggregation turbidity, A650, 90 min; inhibition, % at 10 µM; hit rate 0.052% among 350,000; AID 588391;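 active = mean inhibition across replicates of 30% or more, whatever share of single replicates reach that level; inconclusive = mean inhibition below 30% while every single replicate reaches 30%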;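 note: absorbance from insulin aggregation driven by PDI reduction with DTT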
# Target sequence (P07237 whole entry, looked up): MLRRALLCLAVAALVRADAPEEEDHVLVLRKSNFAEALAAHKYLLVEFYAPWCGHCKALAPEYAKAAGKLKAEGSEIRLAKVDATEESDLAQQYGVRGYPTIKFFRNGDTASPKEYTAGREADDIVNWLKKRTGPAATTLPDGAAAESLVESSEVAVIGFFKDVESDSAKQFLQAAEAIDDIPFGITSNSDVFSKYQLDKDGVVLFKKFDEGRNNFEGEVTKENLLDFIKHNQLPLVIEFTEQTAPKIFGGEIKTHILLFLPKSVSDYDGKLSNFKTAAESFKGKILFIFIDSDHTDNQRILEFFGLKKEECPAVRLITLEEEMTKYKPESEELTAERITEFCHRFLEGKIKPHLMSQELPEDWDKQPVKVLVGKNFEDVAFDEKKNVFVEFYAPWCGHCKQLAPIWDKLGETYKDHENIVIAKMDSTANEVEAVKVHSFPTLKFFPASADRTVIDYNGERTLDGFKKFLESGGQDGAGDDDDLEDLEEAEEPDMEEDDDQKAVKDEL
# CF NFkB inh: blocks PAF-induced NF-kB reporter in cystic fibrosis cells; hit rate 0.86% among 360,000; inhibition, % at 5 µM; KKLEB NF-kB-GFP reporter, GFP fluorescence overnight;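 active = at least 50% inhibition at 5 µM, scaled per plate between neutral and stimulator controls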;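 note: PAF is a Pseudomonas aeruginosa culture filtrate used as stimulus; plate controls were PAF-stimulated DMSO wells for no effect and unstimulated DMSO wells for full effect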
# KKLEB cytotox: counter-screen for CF NF-kB inhibitors: cytotoxicity; KKLEB CF airway cells viability, ATPlite luminescence, overnight; active compounds read low; cells stimulated with P. aeruginosa culture filtrate; activity change (cytotoxicity), % at 5 µM; hit rate 0.36% among 360,000; AID 602141;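 active = corrected activity change at or below -50% at 5 µM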
# An asterisk follows results filed as active; ? = inconclusive; . = no result given.
SMILES,NR2E3 ag-1,Peg3 prom inh,NR2E3 ag-2,HIF-2a block,MITF TRPM1 inh,Shn3 inh set2,Vif imaging,CaV13 ICDI inh,PDI turbidity,CF NFkB inh,KKLEB cytotox
COc1ccc(/C=N/NC(=O)c2nn(-c3ccc(Cl)cc3)c(=O)c3c(N)scc23)cc1,-1.6,19.5,15.2,16.5,14.9,8.3,0.4,-8.0,-4.1,14.9,-4.3
COc1ccc(NC(=O)c2ccc(Cl)c(S(=O)(=O)NCC3CCCO3)c2)c(OC)c1 (configuration not stated),3.0,11.0,3.6,3.4,11.2,4.0,-9.8,.,3.1,14.7,-10.2
CCN(CC)C(=O)N1CCN(S(=O)(=O)c2ccc(C)c(C)c2)CC1,2.1,14.0,14.9,-5.9,-4.3,11.1,10.7,-4.2,6.4,3.1,-1.2
C=CCN(CC=C)C(=S)NC(=O)Cc1cccc2ccccc12,-2.3,-0.7,2.9,-0.5,16.4,1.5,-1.6,-1.8,-5.8,-28.2,1.8
CCOc1ccc(S(=O)(=O)NCCC(=O)NCC2CCCO2)cc1 (configuration not stated),2.1,5.8,-23.8,15.7,2.0,8.2,-3.2,-1.9,3.4,-6.1,10.3
Cc1cccc(NC(=O)c2nc[nH]c2C(=O)Nc2cc(Br)ccc2F)c1,.,27.1,11.4,-5.9,.,11.1,-2.0,-6.1,-10.6,8.5,-10.7
COC(=O)c1ccc(C2c3[nH]c4ccccc4c3C[C@H]3C(=O)N(C)CC(=O)N23)cc1 (some centres not stated),2.6,1.2,-13.9,22.9,8.9,4.6,-10.3,-18.9,-102.6,5.1,0.8
CC1(C(=O)O)CCCN(C(=O)c2ccc(F)cc2Cl)C1 (configuration not stated),.,0.9,-10.1,-2.0,.,13.2,-2.6,-6.6,-2.6,19.4,-35.2
Cc1ccc(C)c(N(C(=O)Cc2cccs2)C(C(=O)NC2CCCC2)c2ccc(C)o2)c1 (configuration not stated),-0.3,5.6,16.2,4.1,-2.5,-11.4,.,-5.1,-3.1,-3.7,-1.5
CNC(=O)Cc1csc2ccc(C)cc12,-4.8,6.7,-18.5,6.6,-1.9,-2.0,18.9,-41.7,9.2,-1.5,-1.2
CCCN(CCC)S(=O)(=O)c1ccc(Cl)c(OC)c1,-3.3,30.9,-33.1,11.6,-5.8,-5.7,10.2,-3.8,1.3,6.2,15.2
Cc1ccnn1CC(=O)N/N=C/c1c[nH]c2ccccc12,-2.3,12.1,-18.5,17.9,-1.7,15.6,?,-5.0,-1.3,7.5,4.8
CCCCn1c(CN2C(=O)c3ccccc3C2=O)nc2ccccc2c1=O,0.8,18.3,-8.6,-1.7,7.6,10.0,3.5,-1.3,-32.2,8.1,-7.0
O=C(NC(=S)Nc1nc(-c2ccccc2)cs1)c1cccs1,-3.0,0.5,-1.4,-12.6,22.7,2.1,18.5,-5.4,-7.1,0.3,-2.6
COCCNC(=S)N1C2CCC1CC(NC(=O)NC13CC4CC(CC(C4)C1)C3)C2 (configuration not stated),1.2,9.9,-8.9,10.8,1.1,-8.4,7.7,.,-3.5,4.3,13.0
CC(O)CCC(=O)NCCNC(=O)CCC(C)O (configuration not stated),0.6,3.4,-16.9,1.9,0.5,3.4,3.2,-5.0,-3.5,13.2,1.4
O=C(NNC(=O)c1cc(-c2ccc(Cl)cc2Cl)nc2ccccc12)Nc1ccccc1,-2.0,-19.6,0.0,-73.8,9.6,24.0,16.8,-5.0,-4.8,-10.2,0.2
Cc1c(Br)c([N+](=O)[O-])nn1CC(=O)Nc1ccc2nc3n(c(=O)c2c1)CCCC3,-3.5,-14.5,-15.8,-22.1,-21.1,-7.0,1.7,-3.2,-6.8,10.7,0.2
O=C1OC(N2C(=O)CC[C@H]2C(=O)Nc2ccc(F)c(F)c2)c2ccccc21 (some centres not stated),1.4,-3.1,-21.5,15.8,-0.8,-1.9,-5.8,.,.,-14.8,5.6
COc1ccc(C(=O)C2CCCN(C(=O)Cn3cncn3)C2)cc1OC (configuration not stated),-0.8,-2.9,-5.0,2.9,-7.6,-65.8,15.5,-1.8,-10.5,6.8,-7.1
Nn1c(-c2ccco2)n[nH]c1=S,0.3,16.4,-29.9,20.4,-5.1,-7.0,14.3,-5.5,6.1,-6.0,14.6
c1cc2c3c(cccc3c1)-c1cnccc1-2,.,-43.7,-21.7,-8.2,5.5,2.3,-16.7,-6.2,0.1,-79.6,18.8
c1ccc2sc(N3CCOCC3)nc2c1,-3.7,-145.0,-40.0,-180.6,-29.5,-44.1,3.7,-3.0,-2.0,-11.8,-2.0
Cc1cc(C)c(CSc2nnnn2-c2ccc(C(=O)O)cc2)c(C)c1,-0.3,16.9,-22.1,13.7,4.6,16.3,-10.7,-20.4,5.0,-0.5,7.7
O=C(NCC1CCCO1)C1C2C=CC3(CN(Cc4cccs4)C(=O)C13)O2 (configuration not stated),-0.9,4.4,-5.2,16.8,5.7,-15.1,1.1,-8.0,-7.7,-5.7,5.0

# (more compounds)
SMILES,NR2E3 ag-1,Peg3 prom inh,NR2E3 ag-2,HIF-2a block,MITF TRPM1 inh,Shn3 inh set2,Vif imaging,CaV13 ICDI inh,PDI turbidity,CF NFkB inh,KKLEB cytotox
Cc1ccc(C2=NN(S(C)(=O)=O)C(c3ccc4nccnc4c3)C2)cc1 (configuration not stated),0.1,-120.8,-57.3,-133.7,-41.2,-36.5,2.7,-3.3,-1.8,-32.2,-0.2
Cc1cc(=S)[nH]c2c(C)cccc12,0.3,-4.2,-34.4,14.2,-4.7,17.5,4.5,.,-19.6,0.4,4.3
COc1ccccc1-c1cc(C(=O)Nc2sc3c(c2C#N)CCC(C)C3)c2ccccc2n1 (configuration not stated),0.6,3.3,-17.7,-4.0,6.2,4.9,-4.2,-5.9,3.9,-8.5,-5.1
CCOC(=O)c1c(C)[nH]c(=S)c(C#N)c1-c1ccc(OC)cc1,14.0,5.9,0.4,7.1,6.8,7.8,2.1,-4.4,-10.5,-4.3,4.3
COc1c2c(c(OC)c3ccccc13)[C@]1(OC2)O[C@H](CCO)C[C@H](O)[C@H]1O,.,10.9,2.0,5.9,.,4.9,26.2,-7.4,.,-19.2,-15.3
CC(=O)N1CC23C=CC(CC2CC12CCCCCC2)O3 (configuration not stated),-0.1,0.7,-34.4,14.3,5.3,-6.2,8.8,-5.0,4.8,-3.9,-9.7
NNC(=O)CN1C(c2ccccc2)=Nc2ccc(Br)cc2C1c1ccccc1 (configuration not stated),0.6,-1.1,-20.4,8.4,1.2,6.6,-2.6,-4.1,0.1,-26.4,-4.6
CNC(=O)CC1C(=O)N(c2ccc(Cl)cc2)C(=S)N1CCc1ccc(OC)c(OC)c1 (configuration not stated),-0.5,37.7,21.6,9.9,4.8,-66.6,-2.8,-2.2,-3.6,19.6,1.5
Cc1ccc(C(=O)N2CCN(S(=O)(=O)c3ccccc3C#N)CC2)cc1S(=O)(=O)N1CCOCC1,-0.4,9.2,4.8,10.7,-2.5,-52.3,1.3,-5.1,10.4,10.0,4.7
COC(=O)c1c(NC(=O)Cc2cccs2)sc2c1CCCC2,2.0,-57.2,-37.7,-79.9,-13.0,-15.2,.,-2.8,4.8,26.7,-21.9
CCN1CCN(CCCNC(=O)c2cc3sccc3n2CC)CC1,1.2,-16.1,-0.7,3.6,-4.9,14.2,0.0,-7.4,6.2,4.4,4.7
CCOC(=O)Cc1nc(-c2ccccc2)n[nH]1,2.3,-25.0,-6.7,-24.8,-3.1,-0.4,27.0,-6.3,-15.5,-5.1,14.8
COc1ccc(Cl)cc1NC(=O)C1CC(c2ccccc2Cl)=NO1 (configuration not stated),.,4.5,-26.2,-13.8,.,16.6,1.2,-12.4,-1.4,10.9,-20.1
COc1cccc(C(c2sc3nc(C)nn3c2O)N2CCC3(CC2)OCCO3)c1 (configuration not stated),-0.7,-2.2,2.7,5.1,13.4,-13.9,-0.3,-2.6,12.2,-4.3,5.4
O=C(c1ccccc1SCc1ccc(F)cc1)N1CCOCC1,6.1,14.9,-20.9,11.3,-0.5,6.8,-2.7,6.4,1.9,6.0,8.1
COc1ccc(CNc2ncc(-c3ccc(F)cc3)n2C)c2ccccc12,-2.1,59.5*,-3.1,40.9*,53.1,35.4,-2.4,2.4,-2.1,4.0,-5.4
COc1cccc(N2C(=O)C3CC=C(Cl)CC3C2=O)c1 (configuration not stated),8.1,-0.2,7.8,3.8,4.2,-6.8,6.7,-3.6,0.7,-11.0,-0.9
O=C(NNC(=S)NC1CCCCC1)c1ccccc1Br,1.2,-26.7,-31.1,-161.2,-2.8,-15.7,-17.3,-3.2,-8.3,-19.9,13.4
O=C(Cc1c(O)c2ccccc2[nH]c1=O)NCc1ccc(F)cc1,0.2,5.3,-6.2,17.9,4.5,-7.3,27.5,.,0.5,1.1,3.1
CC(=O)C1=CN(Cc2ccccc2)CCC1=O,.,-6.6,5.4,0.5,0.7,-4.5,2.0,-8.7,-8.2,-30.9,14.2
COc1ccc(/C=C2\SC(=O)N(CC(=O)Nc3ccc(F)cc3)C2=O)cc1O,5.6,9.4,-0.7,11.9,-10.9,6.6,-7.8,-3.6,-2.7,13.4,-0.2
Cc1c(F)cccc1NC(=O)CCC(=O)O,0.3,1.1,-2.0,3.0,2.9,-15.4,-11.6,-5.7,1.1,4.7,-11.2
Cc1ccccc1-c1cc(-c2ccccc2O)n[nH]1,0.1,-238.5,-153.8,-214.1,-25.8,-37.3,.,-5.4,-11.3,-1.2,0.7
Cc1sc(NC(=O)C2CSC3(C)CCC(=O)N23)nc1-c1ccccc1 (configuration not stated),1.7,-1.7,10.7,-15.0,-4.3,-13.5,1.1,-5.7,0.8,19.2,-17.1
O=C(NC12CC3CC(CC(C3)C1)C2)c1ccco1,1.4,9.2,-7.6,6.1,-0.2,-6.8,-1.5,-4.5,-0.9,-3.5,5.3

# 4 entries from above, as tab-separated lines.
canonical_smiles	NR2E3 ag-1	Peg3 prom inh	NR2E3 ag-2	HIF-2a block	MITF TRPM1 inh	Shn3 inh set2	Vif imaging	CaV13 ICDI inh	PDI turbidity	CF NFkB inh	KKLEB cytotox
Cc1ccc(C2=NN(S(C)(=O)=O)C(c3ccc4nccnc4c3)C2)cc1 (configuration not stated)	0.1	-120.8	-57.3	-133.7	-41.2	-36.5	2.7	-3.3	-1.8	-32.2	-0.2
Cc1cc(=S)[nH]c2c(C)cccc12	0.3	-4.2	-34.4	14.2	-4.7	17.5	4.5	.	-19.6	0.4	4.3
COc1ccccc1-c1cc(C(=O)Nc2sc3c(c2C#N)CCC(C)C3)c2ccccc2n1 (configuration not stated)	0.6	3.3	-17.7	-4.0	6.2	4.9	-4.2	-5.9	3.9	-8.5	-5.1
CCOC(=O)c1c(C)[nH]c(=S)c(C#N)c1-c1ccc(OC)cc1	14.0	5.9	0.4	7.1	6.8	7.8	2.1	-4.4	-10.5	-4.3	4.3
